Screening data deposited in PubChem BioAssay by Sanford-Burnham Center for Chemical Genomics.
SENP8 block = SENP8 (human) protease inhibition | Q96LD8 | recombinant SENP8, Nedd8 substrate fluorescence | inhibition, % at 20 µM | hit rate 0.64% among 360,000 | AID 602440; in the data active = inhibition mostly above about 40%, no sharp cut-off; inactive = mostly below about 27%
Target sequence (Q96LD8 whole entry, looked up): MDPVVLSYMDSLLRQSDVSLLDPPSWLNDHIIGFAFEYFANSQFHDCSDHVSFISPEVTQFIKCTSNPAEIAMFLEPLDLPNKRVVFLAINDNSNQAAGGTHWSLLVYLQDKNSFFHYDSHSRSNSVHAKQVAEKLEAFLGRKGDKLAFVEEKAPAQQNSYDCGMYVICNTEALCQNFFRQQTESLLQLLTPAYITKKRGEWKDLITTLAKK
NR3A LBD binder = modulates the human NR3A ligand-binding domain | NR3A LBD differential scanning fluorimetry, Tm shift; 0% = protein alone, 100% = glycine-bound protein | Tm shift relative to glycine control, % at 25 µM | hit rate 2.5% among 340,000;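 active = melting temperature shift of at least 10% of the positive control shift, at one fixed dose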
ATG4B inhibitor = ATG4B (human) cysteine protease inhibition; ATG4B cleavage of LC3-PLA2, NBD-HPC fluorescence, 1 h; hit rate 0.51% among 340,000; Q9Y4P1; AID 504462; inhibition, % at 8.33 µM; in the data active = inhibition above about 40%
Target sequence (Q9Y4P1 whole entry, looked up): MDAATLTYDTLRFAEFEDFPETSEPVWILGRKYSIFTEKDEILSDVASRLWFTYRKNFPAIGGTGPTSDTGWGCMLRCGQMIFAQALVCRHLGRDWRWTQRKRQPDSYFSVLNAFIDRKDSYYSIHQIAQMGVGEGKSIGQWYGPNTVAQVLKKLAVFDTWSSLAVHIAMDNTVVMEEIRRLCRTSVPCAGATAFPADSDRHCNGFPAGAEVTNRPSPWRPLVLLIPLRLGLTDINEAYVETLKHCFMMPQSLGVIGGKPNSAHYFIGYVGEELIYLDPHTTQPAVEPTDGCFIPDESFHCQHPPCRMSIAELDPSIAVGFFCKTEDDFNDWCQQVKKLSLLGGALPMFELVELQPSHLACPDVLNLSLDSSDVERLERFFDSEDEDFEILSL
SENP6 block = blocks the human protease SENP6 | inhibition, % at 10 µM | hit rate 1.8% among 330,000 | Q9GZR1 | Recombinant SENP6 catalytic domain, aminoluciferin luminescence;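 active = inhibition above about 50% at the single tested dose, limit read from the data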;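 also: plate controls were DMSO wells with enzyme for no effect and DMSO wells lacking enzyme for full effect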
Target sequence (Q9GZR1 628-1112 limits assumed): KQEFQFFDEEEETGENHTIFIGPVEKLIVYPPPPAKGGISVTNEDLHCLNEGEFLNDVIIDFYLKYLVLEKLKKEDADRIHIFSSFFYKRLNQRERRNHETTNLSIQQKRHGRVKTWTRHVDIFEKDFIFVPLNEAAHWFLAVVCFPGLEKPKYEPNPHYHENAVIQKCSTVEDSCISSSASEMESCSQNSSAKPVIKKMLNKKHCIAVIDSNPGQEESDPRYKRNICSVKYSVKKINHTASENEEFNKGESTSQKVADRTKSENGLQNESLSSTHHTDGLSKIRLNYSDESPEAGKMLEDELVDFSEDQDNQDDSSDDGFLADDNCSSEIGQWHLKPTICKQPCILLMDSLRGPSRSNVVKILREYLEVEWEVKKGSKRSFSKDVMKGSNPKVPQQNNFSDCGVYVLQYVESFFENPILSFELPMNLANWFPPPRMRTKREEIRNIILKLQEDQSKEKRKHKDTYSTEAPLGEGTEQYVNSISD
SENP1 FRET inh = SENP1 (human) catalytic domain inhibition; inhibition, % at 10 µM; recombinant SENP1 catalytic domain, CyPet-SUMO1-YPet FRET cleavage; hit rate 0.21% among 360,000; AID 624204; Q9P0U3;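 active = inhibition at least 30% at 10 µM, raw YFP signal under a set limit, fluorescence ratio 0.5 to 1.5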;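 also: 0% = enzyme with DMSO and 100% = no enzyme wells; some results filed as inactive read as strong as hits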
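system = hSENP1 catalytic domain, recombinant | reagent = SFCypet-SUMO1-SFYpet substrate at 25 nM | doses = one dose per compound, 10 µM, 0.5% DMSO | incubation = enzyme reaction for 50 min at room temperature, dark | measured by = FRET, CFP and YFP emission | controls = no-enzyme low, enzyme-DMSO high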
hIAP activ = increases human intestinal alkaline phosphatase activity | AID 2524 | hit rate 0.16% among 330,000 | purified human IAP, CDP-Star luminescence, 30 min; hits give high values; 1 = vehicle-only enzyme, 0 = enzyme-free background | P09923 | activation factor at 10 µM;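 active = activation factor of the enzyme at least 2-fold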; also: the source names both 10 and 20 µM as test concentration; values of inactives mirror those of a sister screen read the other way
MPTP inh = permeability transition pore inhibition. AID 602449. hit rate 1.4% among 360,000. isolated mouse mitochondria, Ca2+ swelling absorbance, 30 min. inhibition, % at 10 µM;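 active = inhibition of 50% or more, scaled per plate between neutral and stimulator controls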;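 also: 0% = DMSO wells given calcium and 100% = 1 mM EGTA wells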
PfGluPho inh = PfG6PD (Plasmodium falciparum) enzyme inhibition | PfGluPho enzyme, NADPH resazurin-diaphorase fluorescence | inhibition, % at 20 µM | hit rate 0.78% among 350,000 | AID 504690;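 active = inhibition reaching at least a set limit at 20 µM in the primary screen, cut at about 59% in these data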;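 also: 0% = DMSO wells with substrate and 100% = DMSO wells lacking glucose-6-phosphate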
* hit, by the source's call; . = no result given. Rows were taken by chance; 6.7% or so of the library scored in one or more.

SMILES	SENP8 block	NR3A LBD binder	ATG4B inhibitor	SENP6 block	SENP1 FRET inh	hIAP activ	MPTP inh	PfGluPho inh
NC(=O)Cn1cc(/C=N\NS(=O)(=O)c2cccc([N+](=O)[O-])c2)c2ccccc21	11	-7	6	-4	2	1.2	-1.2	-1
Cc1ccccc1C(=O)N1CCN(c2ccc(NC(=O)c3cccc(OC(C)C)c3)cc2)CC1	12	-1	-4	1	2	1.3	0.9	15
CCc1cc2c(SCC(=O)NC3CC3)ncnc2s1	8	3	-1	-13	-1	1.1	0.2	7
COc1ccc2oc(C(=O)OC(C)C(=O)NC3(C#N)CCCCC3)c(C)c2c1 (stereo not drawn)	-477	0	-15	-8	-3	1.1	-1.5	11
CCCCN(CC)C(=O)CSc1nc2n[nH]c(C)c2c(=N)n1-c1cccc(C)c1	-39	-2	-12	7	0	1.6	6.1	5
Cc1cc(-c2ccc(Br)cc2)n[nH]1	8	0	-6	-8	2	0.93	-0.8	-8
CN(C)C(CNC(=O)C1CCN(S(=O)(=O)c2ccccc2)CC1)c1ccccc1 (stereo not drawn)	4	-1	3	-2	2	0.94	1.6	-18
O=C(NC(=S)Nc1ccc(N2CCOCC2)c(Cl)c1)c1cncc(Br)c1	24	-4	-12	12	3	1	2.3	-2
Cc1ccc(NC(=O)CCN2C(=O)c3ccccc3C2=O)cc1	16	1	2	-24	0	0.78	-0.4	-20
N/C(=N\OC(=O)COc1cc(Cl)c(Cl)cc1Cl)c1ccncc1	.	1	3	-11	.	0.73	.	3
O=c1[nH]c(=O)n(C2CCCO2)cc1F (stereo not drawn)	15	-1	-1	9	1	1.1	-0.6	17
CC(C)[C@H](NC(=O)c1ccccc1)C(=O)OCC(=O)NCC1CCCO1 (stereo partly drawn)	6	0	0	-7	1	1.1	-0.4	-2
O=C(NN1C(=O)c2ccccc2C1=O)C1CCCCC1	31	0	3	-17	0	0.89	2.7	-10
CCC(=O)N1CCc2cc(OC)c(OC)cc2C1COc1ccccc1OC (stereo not drawn)	16	2	-4	.	-3	.	-0.5	-12
CCOc1ccccc1NC(=O)NNS(=O)(=O)c1ccc([N+](=O)[O-])cc1	2	2	-3	-9	1	1.1	0.0	-10
COc1ccc(Cl)cc1NC(=O)NN1CCN(C)CC1	6	2	-1	9	0	1.1	-1.6	8
COc1ccc(C(=O)NC2CC2)cc1OC1CCN(Cc2cnn(C)c2)CC1	6	-1	4	-13	0	1.1	-0.8	21
COc1ccc(NS(=O)(=O)c2cc(N)ccc2N2CCCCC2)cc1	-10	0	-6	-17	0	1.1	7.4	11
Fc1ccc(NC(=S)Nc2ccc(Br)cc2)cc1	24	15*	5	-1	2	0.83	73*	-3
CC1(c2ccccc2)NC(=O)N(CC(=O)Nc2ccc(N3CCOCC3)cc2N2CCOCC2)C1=O (stereo not drawn)	6	-2	-6	-4	1	0.97	-1.5	-3
CCOCCCNC(=O)c1ccc(CS(=O)(=O)Cc2ccccc2F)o1	-14	0	-7	-3	-1	0.87	-0.4	-9
Cc1c(C(=O)O)c(=O)n(-c2ccccc2)n1-c1ccccc1	5	0	-2	3	3	0.98	-1.3	-5
COc1cccc(NC(=O)CSc2nnc(-c3ccoc3C)n2C)c1	2	-1	-7	-4	-2	0.88	2.2	6
COc1ccccc1NC(=O)C(=O)c1cn(CC(=O)N2CCCC2)c2ccccc12	-6	-7	-6	39	-1	0.95	-1.9	18
COc1ccccc1NC(=O)/C(C#N)=C/c1c(C)nn(-c2ccc(F)cc2)c1Cl	20	1	11	17	1	0.73	0.4	-6
SMILES	SENP8 block	NR3A LBD binder	ATG4B inhibitor	SENP6 block	SENP1 FRET inh	hIAP activ	MPTP inh	PfGluPho inh
C/C(CC(=O)NC(C)(C)C)=N\NC(=O)COc1ccc(C)cc1Br	6	0	12	-29	3	1.1	-2.0	-6
Cc1cc2nc(CCN(Cc3cccnc3)C(=S)Nc3ccccc3)[nH]c2cc1C	2	-1	-9	-12	1	0.84	1.3	30
COC(=O)/C=C/c1ccc2c(c1)S(=O)(=O)N(Cc1ccc(OC)cc1)[C@H]2CC(=O)OC	-16	-3	7	0	1	1.2	-0.2	-6
CCN(CC)CCCn1c(=S)[nH]c2cc(Cl)ccc2c1=O	0	-2	4	-5	-1	0.91	-1.1	5
COC(=O)c1cc(NC2c3ccccc3C(=O)N2Cc2ccco2)cc(C(=O)OC)c1 (stereo not drawn)	-327	-1	0	-2	1	0.79	0.4	2
Fc1ccccc1CSc1nnc(-c2ccccc2)o1	21	0	29	54*	1	0.8	1.5	-2
Cc1ccc(Nc2nc(N)nc(CSc3nnnn3-c3ccccc3)n2)cc1	11	-3	-15	-12	1	0.9	3.4	12
CCOC(O)[C@H]1N[C@@H](c2ccc(Cl)cc2)[C@@H]([N+](=O)[O-])[C@@H]1c1ccccc1 (stereo partly drawn)	9	-3	5	6	4	1.1	1.1	-7
CCOC(=O)CNC(=O)CSc1ccc2nnc(-c3ccc(F)cc3)n2n1	-171	0	-1	-5	1	1.3	0.4	18
CCc1ccc(N(C(=O)Cc2cccs2)C(C(=O)NC2CCCCC2)c2cn(C)nc2C)cc1 (stereo not drawn)	-55	1	-7	3	2	0.92	1.9	-9
O=C(c1ccc(F)cc1)N1CCC(C(=O)N(Cc2ccccc2)c2ccccc2)CC1	3	2	10	5	0	0.72	-3.0	-4
Fc1ccc(C(c2nnnn2Cc2cccs2)N2CCN(c3ccccc3)CC2)cc1 (stereo not drawn)	15	4	-13	-10	0	0.99	4.7	11
C#CCSc1ncc(-c2ccccc2)cn1	6	-3	0	5	0	0.95	1.0	-8
Cc1ccc(NC(=O)Nc2ccon2)cc1	17	-1	0	6	1	0.88	-1.1	16
O=C1CCC(C(=O)N(Cc2ccco2)C2(C(=O)NC3CCCC3)CCCCC2)N1 (stereo not drawn)	12	0	-11	-6	2	1.1	-2.2	8
CN(C)c1ccc(N=Nc2ccccc2C(=O)OCC(=O)NCC2CCCCC2)cc1	50*	-9	7	20	6	1	1.6	12
CCC(C)[C@H](NC(=O)NCc1ccc(Cl)cc1)C(=O)OC (stereo partly drawn)	29	-1	-8	7	2	1	0.1	4
COc1cccc(C(=O)Nc2cccc(-c3nc4ncccc4o3)c2C)c1	14	1	-3	-14	-1	0.91	-0.6	-6
OC(CCN1CCCCC1)c1ccc(-c2ccccc2)cc1 (stereo not drawn)	22	0	2	-6	-1	0.96	1.8	-6
CSCCC(NS(=O)(=O)c1ccc(C)cc1)C(=O)N(C)CC(=O)Nc1ccccc1Br (stereo not drawn)	2	0	1	.	4	.	-1.1	-21
CC1CCC(NC(=O)CSc2ccc(S(=O)(=O)N(C)C)cn2)CC1 (stereo not drawn)	10	-1	-9	-3	3	0.98	-0.8	5
O=C(CSc1ncccc1C(=O)O)NC1CCCCCCC1	16	-1	0	15	0	1.1	0.5	2
COc1cccc(CNC(=O)CCC(=O)N2CCOCC2)c1	12	1	-7	0	-2	0.81	0.0	-6
Cc1ccc(S(=O)(=O)N2CCCCC2)cc1NC(=O)c1ccc(Cl)nc1	7	-2	-8	-3	-2	0.87	-1.0	7
COc1ccccc1NC(=O)CSc1nc2ccccc2c(=O)n1C	9	-1	-1	3	1	1.2	25	-12

Next section; it opens with the 4 that closed the last part.
SMILES	SENP8 block	NR3A LBD binder	ATG4B inhibitor	SENP6 block	SENP1 FRET inh	hIAP activ	MPTP inh	PfGluPho inh
O=C(CSc1ncccc1C(=O)O)NC1CCCCCCC1	16	-1	0	15	0	1.1	0.5	2
COc1cccc(CNC(=O)CCC(=O)N2CCOCC2)c1	12	1	-7	0	-2	0.81	0.0	-6
Cc1ccc(S(=O)(=O)N2CCCCC2)cc1NC(=O)c1ccc(Cl)nc1	7	-2	-8	-3	-2	0.87	-1.0	7
COc1ccccc1NC(=O)CSc1nc2ccccc2c(=O)n1C	9	-1	-1	3	1	1.2	25	-12
Cn1c(=O)n(Cc2ccc(F)cc2)c(=O)c2c1nc1n2CCCN1Cc1ccccc1	10	-13	-5	-25	4	0.94	-4.1	19
Cn1c2c(c(=O)n(C)c1=O)C1c3cc(Cl)ccc3OCC1CO2 (stereo not drawn)	12	0	0	1	1	1	-1.1	-18
Cc1ccc(C(C(=O)NC2CCCC2)N(C(=O)c2csnn2)C2CCCC2)o1 (stereo not drawn)	11	-1	-1	6	-3	0.86	3.2	-17
Cc1c(C(=O)N2CCN(c3ccccn3)CC2)oc2c1C(=O)CC(C)(C)C2	-36	2	-1	-10	1	0.87	-0.9	4
Cc1nc2c3ccccc3nc(NNC(=O)CCC(=O)NCCC(C)C)n2n1	9	2	1	15	1	2.1*	7.2	6
Cc1ccc([N+](=O)[O-])cc1-c1ccc(/C=C(\C#N)c2[nH]nc(N)c2C#N)o1	-45	17*	-4	.	-15	.	6.4	-6
Cc1cccc(C(=O)NNC(=O)c2ccc(S(=O)(=O)N3CCOCC3)cc2)c1	3	-1	-3	-24	2	1.1	-0.3	-22
Cc1ccc(NC(=O)CSc2nc3ccccc3c(=O)n2CCCN2CCCCC2)cc1C	18	-1	-5	-17	1	1.1	-3.3	-5
CC(=O)NC1C(OCc2ccccc2)OC(CO)C(OC(C)=O)C1OC(C)=O (stereo not drawn)	9	-1	3	-20	-1	0.96	-1.1	2
CC1CCCCC1NC(=O)C1CCC(CNS(=O)(=O)c2cccc3cccnc23)CC1 (stereo not drawn)	10	2	-9	-3	1	0.92	-0.4	-7
Cc1cc(C)nc(/N=C(\N)Nc2ccc(-c3ccccc3)cc2)n1	11	-3	7	1	0	1.3	14	11
CCOc1ccccc1NC(=O)CSc1nnc(CNC(=O)c2c(F)cccc2Cl)o1	19	-5	9	7	1	0.92	-1.3	-1
CC(C)(C)C1CCC(=NNC(=S)NCc2ccccc2)CC1 (stereo not drawn)	24	2	7	6	2	0.97	0.0	-2
O=C(NNC(=O)c1ccncc1)Nc1cccc(C(F)(F)F)c1	16	1	5	-18	3	1.3	1.4	-13
COc1ccccc1-n1nnnc1SCC(=O)Nc1ccccc1	8	-1	2	16	0	1	-1.9	3
CC(C)c1ccc(NC(=O)Cc2cn(C)c3ccccc23)cc1	16	-4	-6	-13	1	1.2	5.5	-7
COc1ccc(CNCc2c(C(=O)N(C)C)nc3ccc(Cl)cn23)c(OC)c1	-16	0	2	-5	1	1.1	0.2	2
Cc1ccsc1CN(C)C(=O)c1cc(S(=O)(=O)N2CCOCC2)ccc1N1CCCC1	-2	-1	-7	-2	-1	0.99	0.6	1
CCOc1cc(C(=O)N(CC)CC(=O)Nc2ccc3c(c2)OCCO3)ccc1OC	23	0	-10	-6	-1	1	-0.1	-9
Cc1ccc(-n2c(C)cc3c2CCCC3=O)cc1	-1	-2	-3	-16	3	1.1	1.4	-6
CC(C)=C[C@@H]1C[C@H](C)[C@H]2CC[C@H](C)c3c(O)c(O)c(C)c1c32	18	-5	1	6	2	1	4.6	79*
COc1cccc(NS(=O)(=O)NC(=O)c2c[nH]c3ccccc23)c1	10	1	4	-1	0	1.2	-0.8	14
Cn1ccnc1C(=O)c1ccc(N)cc1	-12	-1	1	-7	3	1.1	-0.1	-2
O[C@@H]1CN(CC2CCCCC2)[C@@H](c2ccc(Cl)cc2)C[C@H]1n1cc(-c2ccc(F)cc2)nn1	8	.	.	.	1	.	-0.9	13
Cc1cc(-c2onc3ccc(Cl)cc23)ccc1O	-43	-1	-4	-20	31	0.85	-0.1	24
COc1cc2c(cc1OC)C(=O)N1[C@H]3c4ccccc4OC[C@@H]3[C@H](c3ccccc3)[C@]1(C)C(=O)N2	-31	0	-3	-5	-38	0.83	1.1	6

Two entries drawn at random from those above:
SMILES	SENP8 block	NR3A LBD binder	ATG4B inhibitor	SENP6 block	SENP1 FRET inh	hIAP activ	MPTP inh	PfGluPho inh
Cn1ccnc1C(=O)c1ccc(N)cc1	-12	-1	1	-7	3	1.1	-0.1	-2
Cc1ccc(NC(=O)CSc2nc3ccccc3c(=O)n2CCCN2CCCCC2)cc1C	18	-1	-5	-17	1	1.1	-3.3	-5
